# NCI-60 one-dose screen, 48 h, at 10 µM unless noted. Numbers give growth in % (100 = growth as untreated, 0 = no growth, -100 = all killed).
# SF-268 = SF-268 CNS cancer cells | actives 3.1% (n = 82,000)
# SF-539 = SF-539 CNS cancer; actives 6.8% (n = 81,000)
# HCC-2998 = HCC-2998 colon cancer; actives 4.7% (n = 79,000); AID 1794799
# SNB-19 = SNB-19 CNS cancer cells; actives 2.5% (n = 81,000)
# SF-295 = SF-295 CNS cancer cells. actives 5.6% (n = 79,000). AID 1794758
# SNB-75 = SNB-75 CNS cancer; actives 5% (n = 79,000)
# PC-3 = PC-3 prostate cancer cells | actives 3.9% (n = 80,000)
# U251 = U251 CNS tumor cells. actives 5.4% (n = 80,000)
# Numbers without * were called inactive; nt = no result given; & = joins results of further samples. Rule for the calls: active = growth percent below 10; inactive = the rest. Rows are unselected. About 10% of those tested had a hit in this group.
no.	compound	SNB-19	SF-268	HCC-2998	U251	SNB-75	SF-295	PC-3	SF-539
1	CCn1c(CN2CCN(Cc3ccccc3)CC2)nc2cc(NC(=O)c3cccs3)ccc21	-42*	-88*	-89*	-91*	-97*	nt	-52*	-70*
2	O=C1CC(c2nc3ccccc3o2)CN1c1ccccc1 (stereo not drawn)	100	95	102	97	96	96	92	nt
3	CCN1CCOC1c1ccc(Cl)cc1 (stereo not drawn)	nt	102	113	106	96	82	84	99
4	O=S1c2ccccc2Sc2ccccc21	91	100	nt	118	86	135	94	92
5	OC(COc1cccc2ccccc12)CN1CCN(c2ccc(Cl)cc2)CC1 (stereo not drawn)	90&88	103&91	94	108&70	88&74	83&70	88	102&91
6	CCCCC(O)Cn1ncc(C(=O)N/N=C\c2ccc(OC(F)F)c(OC3CCCC3)c2)c1N (stereo not drawn)	89	82	106	66	101	83	54	74
7	CCOC(=O)c1cnc(SC)[nH]c1=O	106	98	93	114	92	94	110	101
8	c1ccc([I+]c2ccccc2)cc1	86	56	nt	71	64	81	70	69
9	COc1ccc(C2CC(c3ccc(Nc4nc(NCCO)nc(N5CCOCC5)n4)cc3)=Nc3c(N)nc(N)nc3N2)cc1 (stereo not drawn)	102	90	105	95	86	106	105	92
10	CC1(C)NC(=O)N(c2ccc([N+](=O)[O-])c(C(F)(F)F)c2)C1=O	107	117	98	89	101	105	96	107
11	N#Cc1c(-c2ccc(F)cc2)nn(CC(=O)N2CCOCC2)c1N	94	99	106	100	97	97	98	96
12	Cc1cccc(Cl)c1NC(=O)CN1CCOCC1	105	97	98	103	103	98	81	103
13	COc1ccc(C2=NN(C(=O)c3cc(-c4ccccc4)nc4ccccc34)C(c3cc(-c4ccccc4)nn3-c3ccccc3)C2)cc1 (stereo not drawn)	72	71	84	69	81	79	68	103
14	Clc1cc2cc(-c3nc4ccccc4s3)c(Cl)nc2cc1Cl	95	98	104	105	91	96	81	102
15	CC(=O)N1N=C(c2ccc(Nc3nc(Nc4ccc(F)cc4)nc(Nc4ccc(F)cc4)n3)cc2)CC1c1ccc(N(C)C)cc1 (stereo not drawn)	66	74	68	50	63	18	33	65
16	O=C1/C(=C\c2cn(-c3ccccc3)nc2-c2cccc([N+](=O)[O-])c2)CCc2ccccc21	96	85	111	105	72	94	102	94
17	CN(C)c1cccc2[nH]c(-c3[nH]ncc3Nc3ccnc(N)n3)nc12	-3.8*	-25*	-42*	-50*	-69*	-42*	5.9*	-84*
18	NS(=O)(=O)c1ccc(NC(=O)Nc2nc(-c3ccc(F)cc3)cs2)cc1	93	99	98	102	nt	99	83	87
19	NNC(=O)/C(=C\c1cccc([N+](=O)[O-])c1)CC(=O)c1ccc(Cl)c(Cl)c1	88	66	92	101	54	92	70	92
20	COc1cc2ccc(/C(C)=N/NC(N)=S)cc2cc1OC	92	105	nt	92	73	78	96	84
21	Cc1ccc2c(c1)=C(c1sc(=Nc3ccccc3)n(Cc3nc4ccccc4[nH]3)c1O)C(=O)N=2	108	107	98	59	69	88	87	100
22	NS(=O)(=O)c1ccc(NC(=O)/C(=C\c2ccc(Cl)cc2)NC(=O)c2ccccc2)cc1	103	96	103	95	86	104	105	99
23	CCCCC1CC(=O)NC1(C(=O)OCC)C(=O)OCC (stereo not drawn)	107	100	95	120	79	nt	nt	112
24	O=C1Nc2ccccc2/C1=C/c1cn(Cc2cccc3ccccc23)c2ccccc12	102	80	86	85	89	104	79	83
25	N#Cc1c(-c2ccc([N+](=O)[O-])cc2)cc(-c2cccc(OCC(=O)O)c2)[nH]c1=O	90	90	106	106	93	90	79	89
26	COc1cccc(NC(=O)c2sc3nc4c(cc3c2N)C(=O)CCC4)c1	42	39	20	14	-0.7*	nt	10	-7.3*
27	O=C(O)c1ccc(CNC(=O)c2ccccc2Nc2ccnc(C(F)(F)F)c2)cc1	117	104	106	nt	97	103	96	100
28	COc1cc(N)c2c(c1N)C(=O)c1ccccc1C2=O	90	88	105	82	75	98	107	88
29	Cc1nc2c(c3nnc(-c4ccc(Cl)cc4)n13)CC(C)c1ccccc1N2C (stereo not drawn)	88	81	101	85	92	87	65	97
30	CCOP(=O)(OCC)C(NC(=O)CNC(=O)CN1C(=O)c2ccccc2C1=O)C(=O)NCc1ccccc1 (stereo not drawn)	98	96	105	112	90	104	98	100
31	Nc1ccc2ccc(S(=O)(=O)O)cc2c1	113	102	112	114	76	85	95	93
32	S=c1nc[nH]c2c1ncn2C1CCCCO1 (stereo not drawn)	98	113	114	87	92	120	95	86
33	CCOc1nc2c(c(=O)n(C)c(=O)n2C)n1C	111	97	104	102	83	100	97	102
34	COc1ccc(C2CC(c3cccc(Nc4ccncc4)c3)=NN2c2ccc(Cl)cc2)cc1 (stereo not drawn)	90	62	-13*	-40*	55	54	31	76
35	CC(C)[C@@H]1CC[C@@H](C)C[C@H]1O	108&106&103	100&111&101	111&106&97	101&103&103	81&94&79	101&98	102&98&101	96&102&101
36	Fc1ccc(CSc2ncnc3c2ncn3C2CCCCO2)cc1 (stereo not drawn)	87	100	115	102	133	103	91	95
37	CC(=O)N(c1ccccc1)C(C(=O)c1ccccc1)c1ccccc1 (stereo not drawn)	91	98	105	102	83	88	75	101
38	CN1CCN(CCCOc2cccc3nc(Nc4ccc(F)c(F)c4)ccc23)CC1	-17*	26	-84*	-70*	-5.9*	-65*	-44*	-54*
39	COc1ccc(-c2nc(/C=N/Nc3cc(C)nc4ccc(Cl)cc34)c(C)o2)cc1	-90*	-72*	-48*	-96*	nt	-74*	-73*	-90*
40	Cc1cc(NCc2cc(Nc3ccnc4cc(Cl)ccc34)ccc2F)nc(N2CCCC2)n1	29	-2.1*	-68*	-65*	-87*	-84*	18	-68*
41	Cc1ccc(C)c2c1sc1nc(N3CCOCC3)c(C#N)c(=O)n12	96	88	109	59	53	62	19	96
42	O=C1Nc2ccc(F)cc2/C1=N/N=C/c1ccccc1F	98	88	96	96	100	95	88	97
43	Cc1sc2nc(NCc3ccccc3Cl)[nH]c(=O)c2c1C	102	88	115	73	83	80	74	78
44	C#CCOc1ccc(C(Nc2ccc(F)c(F)c2)c2nnnn2C2CCCCC2)cc1OC (stereo not drawn)	88	87	112	96	90	89	93	92
45	CCCN(CCC)CCCNc1cc(OC)cc2cccnc12	106	96	85	99	107	77	75	104
46	CCCCCC(Br)C(Br)CC(Br)C(Br)CCCCCCCC(=O)c1ccc2ccccc2c1O (stereo not drawn)	97&109	105&99	105&107	89&100	86&103	110&105	84&98	103&96
47	N#Cc1cnn(-c2cccc(Cl)c2)c1-n1cccc1	78	99	112	95	86	90	78	95
48	CCOC(=O)C(CCc1ccccn1)C(C)=O (stereo not drawn)	96	112	101	nt	76	102	104	101
49	O=C1Nc2ccc(Br)cc2/C1=N/c1n[nH]c(=S)s1	101	92	98	96	75	101	95	100
50	COc1ccc(-c2nn(-c3ccccc3)cc2/C=C2\SC(=O)NC2=O)cc1	89	97	109	nt	66	92	100	97
51	NS(=O)(=O)c1ccc(Nc2nc(SCC(=O)c3ccccc3)nc3c2CCC3)cc1	99	94	105	96	97	100	84	92
52	Cc1nn(-c2ccccc2)c2c1N=c1s/c(=C\c3ccc(Cl)cc3)c(=O)n1C(C)N2 (stereo not drawn)	97	nt	85	91	91	96	93	79
53	COc1ccccc1NC(N)=S	101	106	nt	98	85	94	97	103
54	C[C@@H](C[C@H](CCOCc1cccnc1)c1ccccc1)c1ccoc1	95	93	104	92	86	100	77	100
55	CC(=O)c1cc2ccc(OCC(=O)Nc3cccc(F)c3)cc2oc1=O	101	99	110	96	100	104	95	104
56	O=C(CC1CC(c2ccc(-c3noc(=O)[nH]3)cc2)=NO1)NO (stereo not drawn)	98	98	97	99	88	100	99	95
57	Clc1nc(Cl)c2ncn(C/C=C/Cn3cnc4c(Cl)nc(Cl)nc43)c2n1	75	62	nt	57	65	60	67	47
58	BrC1(c2ccccc2)c2ccccc2-c2ccccc21	102	114	118	97	94	104	102	119
59	COc1cc2ncnc(Nc3ccc(S(=O)(=O)Nc4nccs4)cc3)c2cc1OCCCN1CCN(c2ccc([N+](=O)[O-])cc2)CC1	101	101	115	95	93	104	105	97
60	O=C(CCCSc1nc2ccccc2[nH]1)Nc1nnc(-c2ccccc2)o1	99	109	113	100	106	425	106	103

# Profiles as entered above. Order of values: SNB-19 | SF-268 | HCC-2998 | U251 | SNB-75 | SF-295 | PC-3 | SF-539
# O=C(CC1CC(c2ccc(-c3noc(=O)[nH]3)cc2)=NO1)NO (stereo not drawn) is listed as 98 | 98 | 97 | 99 | 88 | 100 | 99 | 95
# Cc1ccc(C)c2c1sc1nc(N3CCOCC3)c(C#N)c(=O)n12 is listed as 96 | 88 | 109 | 59 | 53 | 62 | 19 | 96
# Clc1nc(Cl)c2ncn(C/C=C/Cn3cnc4c(Cl)nc(Cl)nc43)c2n1 is listed as 75 | 62 | nt | 57 | 65 | 60 | 67 | 47
# C#CCOc1ccc(C(Nc2ccc(F)c(F)c2)c2nnnn2C2CCCCC2)cc1OC (stereo not drawn) is listed as 88 | 87 | 112 | 96 | 90 | 89 | 93 | 92
# Cc1sc2nc(NCc3ccccc3Cl)[nH]c(=O)c2c1C is listed as 102 | 88 | 115 | 73 | 83 | 80 | 74 | 78

# The results go on.
no.	compound	SNB-19	SF-268	HCC-2998	U251	SNB-75	SF-295	PC-3	SF-539
61	NS(=O)(=O)c1cc(Br)c2c(c1)S(=O)(=O)NCN2	112	103	nt	107	117	104	105	101
62	COc1nc2ccc(C)cc2cc1/C=C1/C=C(c2ccccc2)NC1=O	97	94	108	100	97	96	99	100
63	OC(c1ccccc1)c1cccnc1 (stereo not drawn)	112	99	98	104	66	92	96	98
64	N=S(c1ccccc1[N+](=O)[O-])c1ccccc1[N+](=O)[O-]	108	90	90	85	nt	99	89	39
65	COc1cc(CNC(=O)CCCC/C=C/C(C)C)ccc1OCc1nnc(Nc2ccccc2Br)o1	91	90	100	89	95	94	103	91
66	Nc1nc2ncnc3ncn1c32	100	95	98	96	71	88	88	96
67	NC1=NC2(CCCCCC2)N(c2ccc(S(=O)(=O)Nc3ccccn3)cc2)C(N)=N1	92	95	106	101	67	101	93	104
68	Cc1nc2c(cnn2-c2ccccc2)c(=O)n1-c1ccc(N=C2C(=O)Nc3ccccc32)cc1	64	89	102	60	90	75	76	79
69	CC1=CC(C)CC(=O)O1 (stereo not drawn)	105	109	105	102	97	97	104	100
70	CCOc1ccc(Nc2nc(-c3c(C)nc4ncccn34)cs2)cc1	33	28	23	4.8*	23	17	nt	nt
71	O=C(CCc1nnc(-c2cccnc2)o1)c1nc2ncccc2[nH]1	107	99	97	98	89	100	102	102
72	Nc1ccccc1CCO	105	109	103	100	91	96	96	98
73	Cc1ccc(NC(C(=O)c2ccccc2)c2ccccc2)cc1 (stereo not drawn)	48	69	55	30	66	53	38	78
74	Oc1ccc2ccccc2c1N=Nc1ncn[nH]1	106	100	95	106	97	97	103	98
75	Nc1nc(C(=O)N/N=C/c2ccc(N3CCCCC3)cc2)nn1-c1ccc(S(N)(=O)=O)cc1	95	97	100	95	86	96	97	99
76	Cn1c(O)c(N=Nc2nc(-c3cc4ccccc4oc3=O)cs2)c2cc(Br)ccc21	13	47	98	21	55	14	102	-6.8*
77	O=C(O)C1CCC(c2ccccc2)N1 (stereo not drawn)	104	103	96	98	100	106	85	106
78	CC(C)OC(=O)[C@H](C)NP(=O)(OC[C@H]1O[C@@H](n2cnc3sc4c(=O)[nH]c(N)nc4c32)C(F)(F)[C@@H]1OP(=O)(N[C@@H](C)C(=O)OC(C)C)Oc1ccccc1)Oc1ccccc1 (stereo partly drawn)	67	52	78	48	55	86	40	59
79	COc1ccc2c(c1)c(-c1nc(-c3cn(C)c4ncccc34)cs1)cn2CCCN1CCCCC1	55	77	102	-18*	77	92	51	44
80	FC(F)(F)Oc1cccc(-c2cc(Cl)c3cc(N4CCCC4)ccc3n2)c1	99	105	96	96	94	100	94	103

# Just SNB-19 and HCC-2998, for some of the entries so far:
nr	compound	SNB-19	HCC-2998
67	NC1=NC2(CCCCCC2)N(c2ccc(S(=O)(=O)Nc3ccccn3)cc2)C(N)=N1	92	106
62	COc1nc2ccc(C)cc2cc1/C=C1/C=C(c2ccccc2)NC1=O	97	108
74	Oc1ccc2ccccc2c1N=Nc1ncn[nH]1	106	95
71	O=C(CCc1nnc(-c2cccnc2)o1)c1nc2ncccc2[nH]1	107	97

# Next section.
no.	compound	SNB-19	SF-268	HCC-2998	U251	SNB-75	SF-295	PC-3	SF-539
81	CC(=O)OCCN(CCOC(C)=O)CCOC(C)=O	101	100	97	104	91	105	96	96
82	CCOc1c(OC)cc2c(c1O)C(=O)N[C@@H]1[C@@H](O)[C@@H](O)[C@H](O)C[C@@H]21	99	102	102	97	94	102	100	98
83	Nc1ccc(Oc2ccc(N)c([N+](=O)[O-])c2)cc1[N+](=O)[O-]	83	93	102	nt	84	97	85	94
84	N#CCCN=Nc1c(O)[nH]c2ccc(F)cc12	101	97	98	nt	63	101	95	105
85	Cc1nccc2c3ccc(OCc4cn(Cc5ccc(Br)cc5)nn4)cc3n(CCCc3ccccc3)c12	47	81	85	82	42	86	78	77
86	O=C1NC(=O)/C(=C/c2ccc(OCc3cc4ccccc4nc3Cl)cc2)S1	100	110	105	101	nt	96	92	104
87	O=C(Nc1ccccc1)Nc1ccc(OCc2ccc(Cl)cc2)cc1	91	93	116	78	86	125	86	64
88	NC(=S)N/N=C/c1ccc([N+](=O)[O-])o1	104	93	104	96	103	110	84	102
89	CC(=O)N1C2=CCCC3CCCCC23c2ccccc21 (stereo not drawn)	82	94	102	95	90	98	73	100
90	O=C(NNC(=S)NC(=O)c1ccccc1)c1ccc(OCc2nc3ccc(Cl)cc3[nH]2)cc1	-13*	-2.2*	-80*	-71*	-18*	-81*	2.5*	-91*
91	O=C1C(Cl)=C(Sc2ccccn2)SC2c3cccn3CCN12 (stereo not drawn)	104	106	100	87	82	100	86	102
92	Clc1ccc(Oc2nc3c(Cl)cccc3s2)cc1Cl	112	102	89	98	63	nt	87	86

# High-throughput results as filed in PubChem BioAssay.
